# Screens (PubChem)
# MT1-MMP act inh – MT1-MMP (human) activation inhibition | P50281 | AID 651647 | GFP/RFP ratio change, % at 20 µM | 360,000 compounds, 0.061% hits | HT1080 RFP-PRO-GFP cells, GFP/RFP ratio fluorescence, overnight; percent of plate control window, DMSO zero;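 active = GFP/RFP ratio change of at least 30% with cell ATP level not reduced by more than half and red fluorescence within 50% of control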; also: strong numbers were not always called active
#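 Assay system: HT1080 RFP-PRO-GFP cells. Benchmarks: DMSO vehicle wells and RFP-L50D-GFP reporter cell wells. Times: overnight cell settling, then overnight compound exposure, 37 °C, 5% CO2. Compound: 20 µM single dose, 1% DMSO. Read-out basis: GFP/RFP fluorescence ratio.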
# PABP1 MLLE inh – inhibitors of microRNA-mediated deadenylation, human PABP1 MLLE binding. 360,000 compounds, 0.36% hits. P11940. inhibition, % at 20 µM. GST-MLLE / FITC-PAM2 fluorescence polarization; in the data active = inhibition above about 35%, passing the limit was not always enough;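 also: plate controls were DMSO wells with GST-MLLE for no effect and wells lacking GST-MLLE protein for full effect; some results filed as inactive read as strong as hits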
# bovine MsrA act – activates bovine MsrA enzyme | purified bovine MsrA, absorbance read-out | activation, % at 10.6 µM | 360,000 compounds, 0.3% hits | AID 602163; in the data active = activation above about 7.5%;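 also: 0% = vehicle and 100% = reference activator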
# MsrA inh – inhibits bovine methionine sulfoxide reductase A. 360,000 compounds, 0.75% hits. purified bovine MsrA, absorbance read-out. inhibition, % at 15.5 µM; in the data active = inhibition above about 4.5%;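 also: 0% = vehicle wells with enzyme and 100% = reference inhibitor wells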
# TbMetRS inhib – Trypanosoma brucei MetRS inhibition | purified T. brucei MetRS, ATP depletion, Kinase-Glo luminescence | inhibition, % at 11.9 µM | 360,000 compounds, 0.4% hits | AID 624268;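 active = inhibition above a per-plate cutoff of the control wells' mean inhibition plus 3 SD, cut at about 5.5% in these data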;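 also: 0% = DMSO wells median and 100% = median of wells with control inhibitor compound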
#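 System: purified T. brucei MetRS enzyme / Detection: Kinase-Glo luciferase luminescence reporting remaining unconsumed ATP / Medium: HEPES buffer with MgCl2, KCl, DTT, spermine, BSA, pyrophosphatase / Replication: singlicate, one well per compound / Evaluation: percent inhibition relative to median high and low control wells / Schedule: 2 h aminoacylation at 25 °C after 15 min preincubation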
# SKN-1 inh – blocks SKN-1 activity in C. elegans | inhibition, % at 21.8 µM | 360,000 compounds, 0.49% hits | C. elegans VP596 Pgst-4::GFP/RFP ratio, acrylamide-induced, 24 h;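 active = interference check ratio from 0.5 to 1.5 plus GFP to RFP signal ratio inhibition reaching or exceeding a fixed threshold, cut at about 30% in these data, passing the limit was not always enough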; also: some compounds called inactive have numbers as strong as hits
# eLon inh – E. coli protease La inhibition; P0A9M0; purified E. coli Lon protease, fluorescence polarization; inhibition, % at 7.94 µM; 360,000 compounds, 0.42% hits; AID 602123; in the data active = inhibition above about 13%, passing the limit was not always enough;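 also: 0% = enzyme with probe and DMSO and 100% = no enzyme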
# FAS TE block – inhibitors of human fatty acid synthase thioesterase domain; AID 602261; recombinant FAS-TE, OMFH fluorogenic substrate, fluorescence endpoint; 360,000 compounds, 0.67% hits; P49327; inhibition, % at 15 µM;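 active = compounds whose normalised, plate-corrected inhibition of enzyme fluorescence in the single-dose primary screen is 50% or more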;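 also: 0% = DMSO with enzyme and 100% = substrate without enzyme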
# NRP1-CendR mod – alters CendR peptide binding to human NRP-1; O14786; FAM-RPARPAR peptide binding to NRP-1, fluorescence polarization; inhibition, % at 25 µM; 360,000 compounds, 0.85% hits; AID 602438;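 active = inhibition or corrected inhibition above about 18%, plus a signal ratio from 0.5 to 1.5, limit read from the data, passing the limit was not always enough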; also: strong numbers were not always called active
# Target sequence (O14786 whole entry, looked up): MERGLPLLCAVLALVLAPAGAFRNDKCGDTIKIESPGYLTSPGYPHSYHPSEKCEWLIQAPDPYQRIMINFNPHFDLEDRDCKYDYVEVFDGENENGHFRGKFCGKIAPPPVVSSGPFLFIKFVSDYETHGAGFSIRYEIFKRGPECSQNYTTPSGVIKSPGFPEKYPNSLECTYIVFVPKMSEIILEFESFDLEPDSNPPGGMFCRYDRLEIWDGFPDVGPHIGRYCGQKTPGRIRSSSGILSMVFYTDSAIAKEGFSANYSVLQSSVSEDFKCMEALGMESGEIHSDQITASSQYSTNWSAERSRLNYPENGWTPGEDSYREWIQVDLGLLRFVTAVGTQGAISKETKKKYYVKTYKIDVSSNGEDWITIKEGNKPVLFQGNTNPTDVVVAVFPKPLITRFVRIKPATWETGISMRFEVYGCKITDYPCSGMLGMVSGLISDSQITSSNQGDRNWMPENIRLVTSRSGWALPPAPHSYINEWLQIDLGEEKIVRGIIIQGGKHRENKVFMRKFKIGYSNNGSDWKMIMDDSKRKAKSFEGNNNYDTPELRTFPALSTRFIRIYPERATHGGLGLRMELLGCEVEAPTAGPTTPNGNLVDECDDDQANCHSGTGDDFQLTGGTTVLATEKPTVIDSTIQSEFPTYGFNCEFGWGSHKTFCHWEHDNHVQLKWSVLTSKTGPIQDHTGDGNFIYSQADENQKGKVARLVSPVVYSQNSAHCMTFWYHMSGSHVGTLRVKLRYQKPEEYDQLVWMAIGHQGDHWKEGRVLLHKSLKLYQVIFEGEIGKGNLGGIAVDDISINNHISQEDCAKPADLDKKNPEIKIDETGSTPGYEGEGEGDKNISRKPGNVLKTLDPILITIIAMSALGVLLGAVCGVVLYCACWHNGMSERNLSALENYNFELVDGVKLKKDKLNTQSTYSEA
# Starred values were filed as active, the others as inactive; . = not tested or not shown.
SMILES,MT1-MMP act inh,PABP1 MLLE inh,bovine MsrA act,MsrA inh,TbMetRS inhib,SKN-1 inh,eLon inh,FAS TE block,NRP1-CendR mod
Nc1c(-c2ccccc2)cnn1-c1ccc(C(=O)O)cc1,1,-9,-12,2.8,-1.6,-18,1,-5,-1
Cn1c(OCc2cccnc2)nc2c1c(=O)n(Cc1ccccc1)c(=O)n2C,-1,2,-3,-1.0,-0.5,23,8,-3,9
O=c1ccc2nc3ccccc3sc-2c1,21,29,-8,1.1,-0.7,32,-1,4,14
COc1cc(C2C(C(=O)c3ccc(C)o3)=C(O)C(=O)N2Cc2ccccc2)ccc1O (stereo unspecified),5,-5,-6,1.7,-0.3,8,15,-5,-7
O=C(CC1NC(=S)NC1=O)c1ccc(Cl)cc1 (stereo unspecified),-1,9,-6,-1.0,-0.8,-2,1,-7,0
COc1ccc(NC(=O)COC(C)=O)cc1Cl,2,-93,-3,-0.7,0.1,2,3,0,8
COc1cccc(Cn2c3ccc(NC(=O)CCc4ccc(F)cc4)cc3c(=O)n2C)c1,12,3,-1,-0.5,0.0,7,-2,2,-2
CN(C)c1ccc(C(=O)NCc2ccc3c(c2)CCO3)cc1,0,-4,-2,1.9,-0.2,13,-1,1,4
Cc1ccc2c(CC(=O)Nc3ccc(F)c(S(=O)(=O)N4CCOCC4)c3)coc2c1,2,0,-4,0.0,-0.2,5,-8,19,-10
O=C(C1CC1)N1CCN=C1SCc1ccccc1,-5,-7,-3,1.0,-0.6,9,7,-2,-8

# Entries of single compounds from above.
# CN(C)c1ccc(C(=O)NCc2ccc3c(c2)CCO3)cc1 as listed: MT1-MMP act inh = 0; PABP1 MLLE inh = -4; bovine MsrA act = -2; MsrA inh = 1.9; TbMetRS inhib = -0.2; SKN-1 inh = 13; eLon inh = -1; FAS TE block = 1; NRP1-CendR mod = 4
# COc1cccc(Cn2c3ccc(NC(=O)CCc4ccc(F)cc4)cc3c(=O)n2C)c1 as listed: MT1-MMP act inh = 12; PABP1 MLLE inh = 3; bovine MsrA act = -1; MsrA inh = -0.5; TbMetRS inhib = 0.0; SKN-1 inh = 7; eLon inh = -2; FAS TE block = 2; NRP1-CendR mod = -2

# Other entries
SMILES,MT1-MMP act inh,PABP1 MLLE inh,bovine MsrA act,MsrA inh,TbMetRS inhib,SKN-1 inh,eLon inh,FAS TE block,NRP1-CendR mod
COc1ccccc1-c1sc2cc3c(cc2c1-c1ccc(O)cc1)OCO3,0,0,-4,0.3,0.0,6,-8,16,3
Cc1[nH]n(-c2ccccc2)c(=O)c1/C=N/NC(=O)c1cccc([N+](=O)[O-])c1,2,4,-2,0.5,0.0,-19,-2,30,-9
CCN(CC)C(=O)c1cccc(-c2csc(C(C)(O)c3cccc(F)c3)n2)c1 (stereo unspecified),0,-5,-1,1.0,-0.3,-2,-18,3,2
COc1ccc(C2=NOC3(CC(=O)N(c4ccc(C)cc4)C3=O)C2)c(OC)c1 (stereo unspecified),2,9,-4,0.0,-0.3,-17,-7,2,-3
S=c1[nH]nc(C2CCCCC2)n1/N=C/c1cccs1,-3,-27,0,0.9,0.1,23,-2,1,5
Cn1c(=O)c(=O)n(C)c2cc([N+](=O)[O-])c([N+](=O)[O-])cc21,6,5,2,5.1*,-0.5,3,-2,38,-4
N#C/C(=C/c1ccc(-c2ccccc2[N+](=O)[O-])o1)C(=O)NCCN1CCCCC1,2,6,-4,1.6,-0.3,5,5,-4,2
CNC(=O)c1cc2c(s1)CCCCCC2,-1,-2,1,3.2,-0.7,6,0,-7,7
COc1cc(/C=N/NC(=O)CNc2n[nH]c(=O)[nH]c2=O)ccc1OCc1ccccc1,1,-3,-5,0.4,0.2,-8,-7,-5,-5
N=c1oc2ccccc2cc1C(=O)Nc1ccc(F)cc1,-3,-31,-1,-0.1,0.3,24,-11,0,5
COc1ccc(OC)c(C(C(=O)NC2CCCCC2)N(Cc2ccco2)C(=O)c2ccccn2)c1 (stereo unspecified),0,-8,0,0.1,0.0,6,-2,-3,12
O=C(NCc1ccc(Cl)cc1)C1CCC(=O)N(C2CC2)C1 (stereo unspecified),1,-6,-4,-0.6,-0.2,7,-4,-7,20*
Cc1ccc(N2C(=O)c3ccc(C(=O)O)cc3C2=O)cc1C,-19,4,-1,-0.2,0.1,15,-7,-10,-4
N#CCN1C(=O)C(=O)N(Cc2cccc(Cl)c2)C1=O,2,-8,-1,1.5,1.1,5,-2,-2,0
CCC(C)(C)NC(=O)C(c1ccc(F)cc1)N(Cc1cccs1)C(=O)c1cnccn1 (stereo unspecified),-2,3,-8,-0.1,-1.1,-4,-4,4,-1
COc1ccc(S(=O)(=O)N2CCC(C(=O)NCC3CC3)CC2)cc1,3,17,-6,-0.3,-0.2,6,-4,-4,-2
O=C(CCc1ccccc1)Nc1c(F)cccc1F,4,-6,-2,0.5,-0.5,-9,-9,-5,-3
COc1ccc(CN2C(=O)c3ccccc3C2(C)c2nc3ccccc3[nH]2)cc1 (stereo unspecified),0,.,-4,-0.3,-0.7,0,0,-10,8
c1ccc(SCc2nc(-c3ccncc3)n[nH]2)nc1,-4,-10,-13,-0.9,-1.0,9,5,-3,8
O=C(O)c1ccc2c(c1Nc1ccccc1)C(=O)c1ccccc1C2=O,2,19,-2,1.2,-0.2,12,-13,0,18
CC(=O)c1cccc(NC(=O)C2CCN(S(=O)(=O)c3ccc(F)cc3)CC2)c1,-3,1,-3,-0.5,0.2,0,9,-5,-9
Cc1ccc(C(=O)COC(=O)c2cc(Cl)nc3ccccc23)cc1,2,-6,-10,-0.8,-1.2,-24,6,25,-4
O=C(NCCc1ccccc1)C1CCCN1C(=O)Nc1ccc(Cl)cc1 (stereo unspecified),6,-5,-2,-1.1,-0.1,1,-9,-2,10
Cc1ccc(NC(=O)Cn2cnc3ccccc32)cc1C,2,4,-3,0.3,-0.5,-9,-3,-4,4
O=C(O)CCc1nn2c3ccccc3n(CC(=O)c3cccs3)c2nc1=O,5,-5,-4,2.7,-0.6,2,-4,-7,-9
CN(C)S(=O)(=O)c1cccc(NC(=O)c2ccc(-n3cncn3)c([N+](=O)[O-])c2)c1,0,-15,-4,-0.3,43*,11,12,0,4
COc1ccc(CN2CCN(CCC(C)C)C(CCO)C2)cc1Cn1cncn1 (stereo unspecified),-2,2,-6,-0.4,-0.5,-18,-6,0,3
COc1cc(/C=N/NC(=O)C2=NNC(=O)C2C)ccc1O (stereo unspecified),6,-3,-5,2.2,-0.5,5,-4,-1,7
CCCn1c(CCC(=O)O)ccc1-c1cccs1,-5,-3,3,-0.2,0.0,-3,-15,-5,-22
CC(C)N1CCc2c(sc(NC(=O)CN3C(=O)c4ccccc4C3=O)c2C(N)=O)C1,-1,13,-7,2.5,-0.6,0,14,-2,-1
COC(=O)c1[nH]c2ccc(F)cc2c1NC(=O)C1=COCCO1,-1,3,-14,0.4,0.5,4,0,-1,-1
Cc1[nH]c2ccccc2c1C(=O)/C=C/c1ccccc1Cl,-7,-12,-4,2.6,0.8,12,4,7,-6
COc1ccc(NC(=O)C2Cc3c(-c4ccc(Cl)cc4)ccnc3O2)cc1OC (stereo unspecified),5,-16,-2,-0.8,-0.2,-16,-8,8,0
COc1ccc(NC(=O)CCC(=O)Nc2nnc(C(F)(F)F)s2)c(OC)c1,10,-1,-1,-0.2,-0.5,-6,2,-8,-6
CC(C)C[C@H]1COCCS(=O)(=O)N1Cc1cccc(F)c1,-6,-8,0,-0.9,-0.4,2,-7,2,14
CCNc1ccc([N+](=O)[O-])cc1,-1,1,-2,-0.7,0.0,7,-2,-2,-2
O=C(c1ccc(Br)cc1)N(Cc1ccco1)C1CCS(=O)(=O)C1 (stereo unspecified),2,-1,-1,2.7,0.4,9,-4,-5,13
Cc1ccc(S(=O)(=O)N2CCC(C(=O)N[C@@H](C)C(=O)Nc3ccc(F)cc3)CC2)cc1,2,5,-11,-0.3,-1.1,-9,-9,-6,-4
COC(=O)/C=C/c1cnc[nH]1,1,-2,-2,1.1,0.2,6,-3,-5,11
COc1ccc2cc3cc(C(=O)NCCCN4CCC(C)CC4)oc3nc2c1,4,-10,-9,.,-0.5,2,7,-2,13
COC(=O)CSc1nnc(COc2cccc3ccccc23)o1,1,-1,0,1.0,-0.3,5,-12,7,-2
CCN1C(=O)CSc2ccc(C(=O)OC)cc21,-2,-9,-1,0.9,-0.1,2,0,-3,2
C#CCn1cc(/C=N/NC(=O)COc2cccc3cccnc23)c2ccccc21,-4,-112,0,-0.3,0.1,-9,-7,-2,-25
C[C@@H](C(=O)Nc1ccc2ccccc2c1)[C@@H]1C[C@@]1(C)[C@@H](NC(=O)c1cnccn1)c1ccccc1,5,-4,-2,1.2,0.0,15,2,15,10
O=C(CCCCCNC(=O)c1ccccc1)N/N=C/c1ccc(F)cc1,5,-8,-5,-0.9,-0.1,-2,2,-6,6
O=C(/C=C/[C@H]1O[C@@H](n2ccc(=O)[nH]c2=O)[C@H](O)[C@@H]1O)N[C@@H](Cc1ccccc1)C(=O)O,0,-11,-2,-0.9,0.0,6,-9,-9,-14
Cc1cn(C(=O)c2ccccc2)c(=S)n1-c1ccc(Cl)cc1,3,0,-11,3.0,-0.1,-2,1,20,-2
CSC1=NC(C)(C)C=C(/C=C/c2ccc(Cl)cc2)N1,-16,18,-1,1.6,-0.3,10,-24,10,7
O=S(=O)(c1ccccc1C(F)(F)F)N1CCN(c2ncnc3sccc23)CC1,-7,-6,-2,1.7,-0.3,1,-2,40,8
Cc1ccc(C(=O)NCC(=O)NCC(=O)OCc2ccc(Cl)cc2)cc1,5,-3,-7,1.6,-0.4,3,1,-8,5
# (continued)
SMILES,MT1-MMP act inh,PABP1 MLLE inh,bovine MsrA act,MsrA inh,TbMetRS inhib,SKN-1 inh,eLon inh,FAS TE block,NRP1-CendR mod
CC1(C(=O)NS(=O)(=O)C2CC2)CCCN(C(=O)C2(c3ccc(Cl)cc3)CCCC2)C1 (stereo unspecified),1,-5,-1,1.3,0.7,1,-7,-7,1
O=C(OCc1cc(=O)c(OC(=O)c2ccccc2)co1)c1ccccc1,4,-7,-1,-0.8,-0.1,0,3,6,4
Cc1ccccc1CN(C)C(=O)c1ccc2ccccc2n1,1,6,-3,-0.4,0.1,4,-5,-3,0
CC(=O)NC1C(=O)N(CCN2CCOCC2)c2ccc(F)cc21 (stereo unspecified),-1,15,-6,-0.7,0.1,10,2,0,-23
CC1(C)C2CCC1(CS(=O)(=O)N1CCOCC1)C(=O)C2 (stereo unspecified),2,-5,-1,0.7,-0.3,-7,-9,-8,-7
Cc1noc(C)c1CSc1nc2cc(S(=O)(=O)N3CCOCC3)ccc2o1,0,24,-5,1.1,-1.4,-10,-12,-1,21*
COc1ccc(-c2csc(NC(=O)CSCc3c(C)noc3C)n2)c(OC)c1,-2,8,-4,2.4,-0.4,13,-7,18,2
CCOC(=O)c1[nH]c(C)c(C(=O)C(C)C)c1C,-7,-2,-11,-0.1,-1.4,7,-5,-9,-3
CC(C)c1cccc(C(C)C)c1NC(=O)c1ccc(-c2cc(Cl)ccc2Cl)o1,0,12,-3,0.7,-0.2,-2,0,7,-8
CCOC(=O)N1CCN(c2ccc3nnnn3n2)CC1,-2,-2,-2,0.8,0.1,10,-8,-2,4

# Compounds were not picked by outcome. Share with any hit: about 4%.
